Tau fibril ThT – inhibitors of human tau fibril formation, thioflavin T binding; P10636; recombinant tau K18 P301L, heparin-induced fibrillization, ThT fluorescence; Potency, µM (titrated, usually from 57.4 µM), inactives show top-dose activity, negative = inhibition, actives largely listed as inhibitors; actives 2.1% (n = 270,000); AID 1460; note: nearly all actives have a fitted effect of over 55% in size
Target sequence (P10636 561-689 P618L limits assumed): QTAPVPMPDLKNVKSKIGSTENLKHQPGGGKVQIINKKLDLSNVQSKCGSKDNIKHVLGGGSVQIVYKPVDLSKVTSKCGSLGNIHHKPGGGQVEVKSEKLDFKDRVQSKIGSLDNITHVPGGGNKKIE
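Fibril formation assay: tau K18 P301L at 15 uM with trace Alexa 594 label, heparin inducer 20 uM, pH 7 sodium acetate buffer, 37 C for 6 hr; endpoint ThT signal.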
RECQ1 inh – RECQ1 (human) helicase inhibition; RECQ1 DNA unwinding, red fluorescence kinetic read; Potency, µM (doses to about 57.3 µM), inactives show top-dose activity, negative = inhibition, hits mostly inhibitors; P46063; actives 0.54% (n = 240,000);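 note: plate controls were vehicle for no effect and no enzyme for full effect; nearly all actives have a fitted effect of over 30% in size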
Target sequence (P46063 whole entry, looked up): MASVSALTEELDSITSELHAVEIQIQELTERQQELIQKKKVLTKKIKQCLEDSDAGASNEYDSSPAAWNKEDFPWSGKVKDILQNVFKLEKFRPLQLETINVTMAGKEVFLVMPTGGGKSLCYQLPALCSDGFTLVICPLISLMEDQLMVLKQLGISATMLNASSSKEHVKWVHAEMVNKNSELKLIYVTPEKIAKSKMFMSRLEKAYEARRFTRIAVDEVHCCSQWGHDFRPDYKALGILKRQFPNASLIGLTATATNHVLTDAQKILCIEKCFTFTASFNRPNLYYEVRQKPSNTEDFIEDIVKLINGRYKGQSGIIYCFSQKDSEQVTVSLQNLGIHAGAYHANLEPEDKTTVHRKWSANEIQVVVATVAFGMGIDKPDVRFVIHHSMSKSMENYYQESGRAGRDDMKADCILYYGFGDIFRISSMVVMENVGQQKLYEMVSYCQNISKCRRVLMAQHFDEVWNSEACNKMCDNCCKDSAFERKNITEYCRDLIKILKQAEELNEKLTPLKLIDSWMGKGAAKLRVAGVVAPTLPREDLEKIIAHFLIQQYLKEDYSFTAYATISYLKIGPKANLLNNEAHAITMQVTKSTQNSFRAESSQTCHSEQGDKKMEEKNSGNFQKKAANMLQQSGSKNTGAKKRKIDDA
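50 nM RECQ1T1 preincubated 15 min with compound in Tris pH 8.0 buffer with MgCl2, DTT, Tween-20 and 2.5 ug/ml poly(dI-dC); started with 200 nM TAMRA/BHQ-2 forked duplex and 2 mM ATP. Unwinding read as fluorescence (525/598 nm), two reads 2 h apart.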
JMJD2E inh – JMJD2E (human) inhibition. actives 1.6% (n = 230,000). B2RXH2. Potency, µM (series often up to 57.1 µM), for the others: top-dose activity change, negative = inhibition, actives largely listed as inhibitors. JMJD2E catalytic domain, FDH-coupled NADH fluorescence (FDH is formaldehyde dehydrogenase). AID 2147; active = well fitted inhibition curve with a large enough effect, not every such curve was filed as active; inconclusive = small, poorly fitted or top-dose-only effect, or another doubt; inactive = no such curve, though single readings can be large or run the other way;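 note: 0% = wells with enzyme and -100% = buffer wells without enzyme; nearly all actives have a fitted effect of over 50% in size; many of its hits are not listed in these tables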
* = called active by the depositor; i = inactive; ? = inconclusive; [ ] = dose if it differs, or a comment. Unless noted, calls come from the whole dose curve; as a rule, active = well fitted inhibition curve with a large enough effect; inconclusive = small, poorly fitted or top-dose-only effect; inactive = flat fitted curve, though single readings scatter. Unless noted, % is set by controls: 0 for no effect and ±100 for the full control effect; potency is the fitted concentration of half-maximal effect. A portion of the library; rates above refer to the full screens.

1: CC(=O)NS(=O)(=O)c1ccc(Nc2ccc([N+](=O)[O-])c3nonc23)cc1
2: Cc1cccc2c1NC(=O)C21N2CCCC2C(C(=O)c2ccc3ccccc3c2)C12C(=O)Nc1ccccc12 (stereo not drawn)
3: CC/C=C/C(=O)N1CC2(CC(c3cccc(NC(=O)CC)c3)=NO2)C[C@H]1C(N)=O (stereo partly drawn)
4: COc1ccc(C(=O)O)cc1S(=O)(=O)NCCc1ccccn1
5: CSc1cccc(NC(=O)NCc2cccc(CNC(=O)Nc3cccc(SC)c3)c2)c1
6: N=C1/C(=C\c2coc3ccccc3c2=O)C(=O)N=C2SC=CN12
7: C[C@@]12CCC=C[C@H]1[C@H](c1ccc(/C=C/c3ccccc3)cc1F)N(Cc1ccccc1)C2=O
8: CCOC(=O)c1ccc(NC(=O)c2nc[nH]c2C(=O)N[C@@H](C)C(=O)OC(C)(C)C)cc1

assay / compound | 1 | 2 | 3 | 4 | 5 | 6 | 7 | 8
Tau fibril ThT | ? | ? | ? | ? | 5% | ? | -9% | 13%
RECQ1 inh | i | i | 7% | i | -8% | 9% | -10% | i
JMJD2E inh | -9% | -16% | ? | ? | -1% | ? | 4% | -10%

9: Nc1scn[n+]1Cc1cccc2cccnc12
10: COC(=O)c1cncc(C)c1
11: O=C(Cn1cnc2cc([N+](=O)[O-])ccc2c1=O)Nc1cccc2ccccc12
12: COc1cc(O)c(C(CC(=O)N2CCCC(C)C2)c2ccc3c(c2)OCO3)c(OC)c1 (stereo not drawn)
13: O=S(=O)(NC1CCCC1)c1ccccc1Br
14: Cn1nnnc1SCc1nc2scc(-c3ccc(Cl)cc3)c2c(=O)[nH]1
15: CNC(=S)n1cnc(N)n1
16: COc1cc(CC2COC(c3ccc(O)c(OC)c3)C2COC(C)=O)ccc1O (stereo not drawn)

assay / compound | 9 | 10 | 11 | 12 | 13 | 14 | 15 | 16
Tau fibril ThT | -3% | -6% | ? | 15% | ? | ? | -14% | -7%
RECQ1 inh | i | i | -22% | 10% | -1% | -1% | -4% | 25µM*
JMJD2E inh | -10% | 11% | -14% | -2% | 22% | -2% | -5% | -27%

17: Cc1cc(-c2cc(C(=O)NCc3ccccc3)on2)nc(NCC2CC2)n1
18: NS(=O)(=O)c1ccc(CNC(=O)c2cnccn2)cc1
19: CN1C(C(=O)NCc2ccco2)CC2Cn3c(nc4cc5ccccc5cc43)C21 (stereo not drawn)
20: CCOC(=O)C(=NC1CCS(=O)(=O)C1)NNc1cc(Cl)ccc1Cl (stereo not drawn)
21: CCOC(=O)c1[nH]c2ccccc2c1NC(=O)CC(C)C
22: COc1cc2cc(Oc3ccc4ccc(=O)oc4c3)c(=O)oc2cc1OC(=O)C=C(C)C
23: COc1cc(O)c(C(CCN2CCN(c3ccccc3)CC2)c2ccc3c(c2)OCO3)c(OC)c1 (stereo not drawn)
24: COCCNc1ncnc2c1cnn2-c1ccc(Cl)cc1

assay / compound | 17 | 18 | 19 | 20 | 21 | 22 | 23 | 24
Tau fibril ThT | 0% | -6% | -14% | -13% | -10% | -10% | -7% | -8%
RECQ1 inh | ? | i | i | i | i | -13% | i | 14%
JMJD2E inh | ? | 6% | -15% | ? | ? | 18% | ? | ?

25: O=C(CN1C(=O)C2CC=CCC2C1=O)Nc1ccc(S(=O)(=O)Nc2ncccn2)cc1 (stereo not drawn)
26: Cc1ccc2c(c1)sc(=NC(=O)C1CC1)n2C
27: CN(C)CCCNc1ncnc2sc(-c3ccccc3)cc12
28: COc1cc(C2CC(=O)Nc3n[nH]c(-c4ccccc4)c32)cc(OC)c1OC (stereo not drawn)
29: CN(C)S(=O)(=O)c1cc(NC(=O)COC(=O)/C=C/c2ccco2)ccc1Cl
30: COc1cc(OC)c2ccc(=O)oc2c1C(CCN1CCN(c2ccccc2)CC1)c1ccc2c(c1)OCO2 (stereo not drawn)
31: COCCN(CCOC)C(=O)COC(=O)c1cc([N+](=O)[O-])ccc1Cl
32: COC(=O)c1ccc(C(=O)OC)c(=O)[nH]1

assay / compound | 25 | 26 | 27 | 28 | 29 | 30 | 31 | 32
Tau fibril ThT | -2% | -14% | 8% | 3% | -14% | -6% | -16% | 2%
RECQ1 inh | 17% | i | 10% | -1% | i | ? | i | i
JMJD2E inh | 8% | 15% | ? | 9% | -13% | ? | 3% | ?

33: COc1ccc(C2/C=C\CN(C(=O)Oc3ccc(C(F)(F)F)cc3)CC(=O)N2Cc2ccc(F)cc2)cc1 (stereo not drawn)
34: COc1cc(OC)c2c(-c3ccccc3)cc(=O)oc2c1C(CCN1CCCCC1)c1ccc(N(C)C)cc1 (stereo not drawn)
35: COc1cc2cc(C)c(SCC(=O)N3CCN(C(=O)c4ccco4)CC3)nc2cc1OC
36: O=C(O)CC/C(=N\Nc1ccc(S(=O)(=O)N2CCOCC2)cc1[N+](=O)[O-])c1cccs1
37: CC(=O)OC(c1nc2ccccc2c(=O)n1C1CC2(OC1=O)c1ccccc1N1C(=O)C(C)(C)N(O)C12)C(C)C (stereo not drawn)
38: O=C(CSc1n[nH]c(=O)[nH]c1=O)NC1CCCCC1
39: COc1cc(/C=C/C(=O)O)cc(S(=O)(=O)Nc2ccc3nc(C)sc3c2)c1OC
40: CC(C)OC1(c2ccccc2)OC(=O)c2ccccc21 (stereo not drawn)

assay / compound | 33 | 34 | 35 | 36 | 37 | 38 | 39 | 40
Tau fibril ThT | 8% | 3% | ? | 11µM* | -14% | 2% | -14% | -4%
RECQ1 inh | -18% | i | -2% | i | i | i | i | i
JMJD2E inh | -2% | 5% | -8% | ? | -13% | 12% | -11% | 4%

41: CCN(CC)CCCN(Cc1cc2cc(OC)ccc2[nH]c1=O)C(=O)Nc1ccccc1
42: CC(C)(C)C1CCC2(CC1)CC(=O)c1ccccc1O2 (stereo not drawn)
43: N#CCCN(CCC#N)S(=O)(=O)c1ccc(C(=O)Nc2nc(-c3ccccc3)c(C(=O)c3ccccc3)s2)cc1
44: CCC1(C)Cc2nc3[nH]c(=S)n(-c4ccccc4C)c(=O)c3cc2CO1 (stereo not drawn)
45: COc1ccc(NS(=O)(=O)c2cccc(NC(=O)CNC(C)=O)c2)cc1
46: COC(=O)c1ccsc1NC(=O)c1ccc2c(c1)OCCO2
47: COc1ccc(C2/C(=C(/O)c3ccc(C)cc3)C(=O)C(=O)N2c2ccccn2)cc1OC (stereo not drawn)
48: COCCn1c(SCC(=O)N2CCc3ccccc32)nc2c(c1=O)SC(C)C2 (stereo not drawn)

assay / compound | 41 | 42 | 43 | 44 | 45 | 46 | 47 | 48
Tau fibril ThT | 7% | -9% | 1% | -11% | 2% | -15% | 1% | -12%
RECQ1 inh | 19% | -6% | i | i | i | i | -4% | -5%
JMJD2E inh | ? | -10% | 1% | 0% | 2% | ? | -6% | -1%

Record cards, from the list above. Values in the order: Tau fibril ThT	RECQ1 inh	JMJD2E inh
`N#CCCN(CCC#N)S(=O)(=O)c1ccc(C(=O)Nc2nc(-c3ccccc3)c(C(=O)c3ccccc3)s2)cc1` in the list: 1%	i	1%
`CCN(CC)CCCN(Cc1cc2cc(OC)ccc2[nH]c1=O)C(=O)Nc1ccccc1` in the list: 7%	19%	?
`COC(=O)c1ccsc1NC(=O)c1ccc2c(c1)OCCO2` in the list: -15%	i	?
`CC(C)(C)C1CCC2(CC1)CC(=O)c1ccccc1O2` (stereo not drawn) in the list: -9%	-6%	-10%
`CCC1(C)Cc2nc3[nH]c(=S)n(-c4ccccc4C)c(=O)c3cc2CO1` (stereo not drawn) in the list: -11%	i	0%

Next structures
49: COc1ccc(NC(=O)COC(=O)Cn2cnc3ccccc3c2=O)cc1OC
50: OCCN1CCN(C(=S)Nc2cccc(C(F)(F)F)c2)CC1
51: Clc1ccc2c(c1)nc1n2CCCC1
52: CCOc1ccc(Nc2nnc(SCc3nc4ccccc4c(=O)[nH]3)s2)cc1
53: OCCCNc1nccc(-c2cc(Nc3cccc(Cl)c3)ncn2)n1
54: N/N=C/C(=N\Nc1ccc(Cl)cc1)C(=O)c1ccncc1
55: CCCC[C@@H]1CNC(=O)C(=O)N1CC(C)(C)C
56: Cc1cc2cc(CNC(=O)c3ccc(S(=O)(=O)N4CCOCC4)cc3)ccc2[nH]1

assay / compound | 49 | 50 | 51 | 52 | 53 | 54 | 55 | 56
Tau fibril ThT | 2% | 3% | -3% | -19% | ? | ? | -5% | 9%
RECQ1 inh | 6% | i | 6% | i | -8% | i | 8% | i
JMJD2E inh | -5% | ? | -3% | 0% | ? | 3% | -2% | 14%

57: CC(=O)Nc1ccc(NC(=O)C(C)OC(=O)/C=C/c2cnc3ccccc3n2)cc1 (stereo not drawn)
58: Cc1cccc2cc(/C=N/NC(=O)c3ccncc3)c(Cl)nc12
59: CCC(C)[C@H]1CN=C(N)N1CCc1cc(C(F)(F)F)cc(C(F)(F)F)c1 (stereo partly drawn)
60: COc1ccc(COCCN2CCN(S(=O)(=O)c3ccccc3)CCC2=O)cc1
61: COc1cc(C[C@H](C)[C@H](C)Cc2ccc3c(c2)OCO3)ccc1O
62: COc1ccc2cc1Oc1ccc(cc1)CC1c3c(cc(OC)c4c3Oc3cc5c(cc3O4)CCNC5C2)CCN1C (stereo not drawn)
63: O=C(O)c1cccnc1Sc1ncnc2sc3c(c12)CCC3
64: NC(=O)c1ccccc1NC(=O)COc1ccc(Cl)cc1

assay / compound | 57 | 58 | 59 | 60 | 61 | 62 | 63 | 64
Tau fibril ThT | ? | -10% | -3% | -3% | ? | ? | -10% | -3%
RECQ1 inh | 27% | 7% | 1% | -23% | i | 112%[activator] | 17% | i
JMJD2E inh | ? | -8% | 10% | 0% | -3% | ? | ? | -4%

65: O=C1c2ccc([N+](=O)[O-])cc2NC(c2ccco2)N1/N=C/c1ccco1 (stereo not drawn)
66: COC(=O)c1ccc(-n2c(C)cc(/C=N/Nc3nc(C)cc(=O)[nH]3)c2C)cc1
67: Cc1ccc(SCCN2CCN(C)CCC2=O)cc1
68: COc1ccc(C2/C=C\CN(C(=O)Nc3ccccc3)CC(=O)N2Cc2ccc(F)cc2)cc1 (stereo not drawn)
69: NS(=O)(=O)c1ccc(CNC(=O)/C=C/c2ccc(S(=O)(=O)N3CCOCC3)cc2)cc1
70: O=c1[nH]c(CN2CCN(c3ccccn3)CC2)nc2c(Br)cc(Br)cc12
71: CNC(=O)/C(C#N)=C/c1cccc(Oc2ccccc2)c1
72: O=C(O)CCCCCNCc1c(Cl)cccc1Cl

assay / compound | 65 | 66 | 67 | 68 | 69 | 70 | 71 | 72
Tau fibril ThT | 13µM* | ? | -6% | -4% | 3% | -10% | -9% | 3%
RECQ1 inh | i | -16% | -5% | i | 13% | i | i | i
JMJD2E inh | -25% | -75% | -13% | -6% | -1% | -9% | 2% | -1%

73: COc1ccc(-c2nnc(SCC(C)C)o2)cc1
74: CN(C(=O)COC(=O)c1cc(-c2ccco2)nc2ccccc12)C1CCS(=O)(=O)C1 (stereo not drawn)
75: Cc1cc(/C=C(\C#N)C(=O)O)c(C)n1CCC(C)C
76: Cc1ccc(CCNC(=O)C2CC(c3ccc(C(F)(F)F)cc3)=NO2)cc1 (stereo not drawn)
77: NC(=O)Nn1c(CCC(=O)O)ccc1-c1ccc(Cl)cc1
78: COC(=O)C(Cc1ccccc1)NS(=O)(=O)c1ccccc1Br (stereo not drawn)
79: CCCCNC(=O)C1CC(c2ccc(C(F)(F)F)cc2)=NO1 (stereo not drawn)
80: O=C(/C=C/c1cccs1)N1CCC2(CC1)Oc1ccc(F)cc1C(=O)C21CC(c2ccccc2)=NO1 (stereo not drawn)
81: CN1C(C(=O)NCc2ccco2)CC2Cn3c(nc4cc(Cl)c(Cl)cc43)C21 (stereo not drawn)
82: Cc1ccc(CNC(=O)C2CC(c3cc(C(F)(F)F)cc(C(F)(F)F)c3)=NO2)o1 (stereo not drawn)

assay / compound | 73 | 74 | 75 | 76 | 77 | 78 | 79 | 80 | 81 | 82
Tau fibril ThT | -9% | ? | 0% | 4% | -9% | 5% | -12% | -8% | -2% | -4%
RECQ1 inh | -7% | 14µM* | i | i | 28% | i | -2% | i | -1% | -12%
JMJD2E inh | -20% | ? | -6% | 17% | -29% | 7% | -3% | -7% | -12% | -15%

Screening results from PubChem.
